phage Ecoli inh: growth loss of phage-infected E. coli, primary screen, RecBCD inhibitor project, absorbance, with phage, HTS. inhibition, % at 11.9 µM. AID 651602, 2012. 0.26% of 360,000 active; in the data active = inhibition above about 11%
DAGLB inh: DAGLB lipase inhibitors, primary screen, biochemical, fluorescence, HTS; 0.059% of 340,000 active; HEK293T DAGLB membrane lysate, EnzChek fluorogenic substrate; Diacylglycerol lipase-beta (Homo sapiens), Q8NCG7; inhibition, % at 5.17 µM; in the data active = inhibition above about 34%;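 note: 0% = enzyme with vehicle and 100% = wells lacking enzyme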
Target sequence (Q8NCG7 whole entry, looked up): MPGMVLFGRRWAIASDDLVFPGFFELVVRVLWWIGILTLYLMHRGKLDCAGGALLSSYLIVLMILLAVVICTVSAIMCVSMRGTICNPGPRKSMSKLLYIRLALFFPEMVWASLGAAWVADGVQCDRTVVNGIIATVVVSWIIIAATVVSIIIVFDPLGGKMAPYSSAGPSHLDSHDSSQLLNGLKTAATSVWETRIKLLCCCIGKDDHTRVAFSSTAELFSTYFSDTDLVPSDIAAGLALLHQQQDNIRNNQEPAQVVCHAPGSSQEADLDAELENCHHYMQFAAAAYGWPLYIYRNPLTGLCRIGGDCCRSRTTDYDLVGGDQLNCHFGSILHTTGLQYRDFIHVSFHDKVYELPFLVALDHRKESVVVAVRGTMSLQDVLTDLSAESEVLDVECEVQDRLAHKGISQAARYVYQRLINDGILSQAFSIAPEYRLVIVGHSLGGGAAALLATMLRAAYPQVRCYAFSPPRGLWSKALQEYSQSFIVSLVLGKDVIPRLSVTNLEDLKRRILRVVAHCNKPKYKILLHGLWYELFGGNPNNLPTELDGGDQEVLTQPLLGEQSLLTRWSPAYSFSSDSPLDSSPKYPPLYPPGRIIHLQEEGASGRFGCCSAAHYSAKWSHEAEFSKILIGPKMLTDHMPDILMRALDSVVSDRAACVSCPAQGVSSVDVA
Ecoli viability: E. coli V3065 growth inhibition, primary screen, counter-screen for AddAB inhibitor project, absorbance, OD600. 18 h. 0.27% of 330,000 active. inhibition, % at 11.9 µM. AID 449728, 2010;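 active = inhibition above the campaign's mean inhibition across all tested compounds plus 3 SD, cut at about 9.9% in these data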;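 note: uninfected addAB+ strain grown without phage in ampicillin broth; 0% = DMSO wells and 100% = ciprofloxacin 0.95 µg/ml wells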
PvdQ acylase: P. aeruginosa PvdQ acylase inhibitors, primary screen, biochemical, fluorescence, plate reader and imaging, single point | inhibition, % at 10 µM | purified PvdQ acylase | AID 488965, 2010 | PvdQ acylase [Pseudomonas aeruginosa LESB58] | 0.063% of 340,000 active; in the data active = inhibition above about 30%, passing the limit was not always enough; inconclusive = no clear call, values can overlap the other calls;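 note: 0% = vehicle neutral wells and 100% = reference inhibitor wells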
Tat export inh: E. coli Tat export inhibitors, primary screen, MC4100, TorA-mCherry reporter, fluorescence, single point. inhibition, % at 10 µM. 0.036% of 340,000 active. AID 488895, 2010;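 active = mean replicate inhibition at least 50% and at least half of replicates individually reaching 50%; inconclusive = only one of the two criteria met; inactive = neither criterion met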;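 note: exported cargo escapes ClpAP degradation while cytoplasmic cargo is degraded and loses fluorescence; 0% = median of neutral control wells and 100% = median of NaSCN control wells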
Rtt109 Vps75: inhibitors of C. albicans Rtt109/Vps75 HAT, primary screen, biochemical, ThioGlo CoA-SH fluorescence, plate reader. 0.16% of 330,000 active. purified Rtt109/Vps75, 4 h. inhibition, % at 34.9 µM;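 active = inhibition of at least 50% in every replicate; inconclusive = best replicate reaches 50% inhibition but some replicates fall short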
Target sequence (Q5AAJ8 whole entry, looked up): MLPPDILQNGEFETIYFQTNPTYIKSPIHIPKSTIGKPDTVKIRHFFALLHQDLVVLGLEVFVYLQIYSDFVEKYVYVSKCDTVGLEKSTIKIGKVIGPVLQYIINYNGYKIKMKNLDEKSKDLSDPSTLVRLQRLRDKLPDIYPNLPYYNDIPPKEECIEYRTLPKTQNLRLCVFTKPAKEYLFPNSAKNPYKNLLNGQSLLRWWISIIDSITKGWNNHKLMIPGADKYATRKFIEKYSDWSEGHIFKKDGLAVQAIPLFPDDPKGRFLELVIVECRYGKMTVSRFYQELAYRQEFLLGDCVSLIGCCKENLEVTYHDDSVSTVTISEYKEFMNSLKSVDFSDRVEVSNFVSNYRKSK
CAL PDZ inh: CAL PDZ peptide-binding inhibitors, primary screen, biochemical, fluorescence polarization, Cer-tagged CAL PDZ, HTS. Golgi-associated PDZ and coiled-coil motif-containing protein (Homo sapiens), Q9HD26. purified CAL PDZ, TMR-peptide fluorescence polarization, 1 h. inhibition, % at 20 µM. 0.02% of 330,000 active;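 active = highest replicate inhibition of at least 40%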;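 note: plate controls were DMSO neutral control wells for no effect and unlabeled competitor peptide control wells for full effect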
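Read-out basis: mP drop reported as inhibition | Assay system: Tagged CAL PDZ protein CerCALP, purified | Benchmarks: Unlabelled peptide for full inhibition, DMSO wells as neutral | Schedule: 1 h incubation at room temperature before polarization reading | Buffer or medium: Sodium phosphate/NaCl buffer pH 7.4 with TCEP, IgG, Thesit | Doses: Single point, 20 µM | Measured by: Fluorescence polarization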
PfHsp90 yeast 2: growth inhibition of PfHsp90-expressing yeast, primary screen, antimalarial PfHsp90 inhibitor project, S. cerevisiae, BacTiter-Glo luminescence, single point, set 2; AID 504621, 2011; BacTiter-Glo ATP, 48 h; yeast lacking PDR1 and PDR3 efflux regulators; 0.32% of 310,000 active; inhibition, % at 9.4 µM;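 active = every replicate shows inhibition above about 80%, whatever the replicate mean, limit read from the data; inconclusive = mean inhibition reaches the set limit but some replicate falls short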;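 note: 0% = DMSO neutral controls and 100% = 20 µM radicicol positive controls; yeast relying on Plasmodium falciparum Hsp90 in place of its own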
Wnt act: Wnt/beta-catenin pathway activators, primary screen, cell-based, plate reader, single point; Wnt/beta-catenin reporter cell assay, activator; AID 743398, 2014; 1.2% of 300,000 active; activation, % at 9.35 µM; in the data active = activation above about 30%, passing the limit was not always enough; inconclusive = no clear call, values can overlap the other calls;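 note: 0% = neutral control wells and 100% = positive control wells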
AddAB inh: growth inhibition of E. coli expressing H. pylori AddAB, primary screen, AddAB inhibitor project, absorbance; inhibition, % at 11.9 µM; 0.29% of 330,000 active; AID 435030, 2010; in the data active = inhibition above about 12%;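 note: 0% = vehicle wells of infected cells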
* marks the source's active call; other numbers are inactive results; ? = inconclusive; . = no result given. Compounds as they come. About 1.9% of those tested had a hit in this group.

SMILES	phage Ecoli inh	DAGLB inh	Ecoli viability	PvdQ acylase	Tat export inh	Rtt109 Vps75	CAL PDZ inh	PfHsp90 yeast 2	Wnt act	AddAB inh
CC(c1ccccc1)n1cnc2ccccc2c1=O (configuration not stated)	1.5	-5	-1.5	-20	-2	-3	0.1	-1	0	-0.2
COc1ccc2nc(N3C(=O)CC(Cc4ccc(Cl)cc4)C3=O)sc2c1 (configuration not stated)	1.9	7	1.1	-20	2	-13	-3.0	14	-1	2.0
COc1cc(OC)cc(C(=O)Nc2ccc(S(=O)(=O)Nc3cnc4ccccc4n3)cc2)c1	1.6	.	-1.1	.	.	.	.	.	1	1.6
Cc1ccccc1C(=O)Nc1cccc(-c2cn3ccccc3n2)c1	5.8	.	-1.5	-9	3	9	-9.2	-16	-2	3.2
CSc1ccc(C2C(C(=O)c3ccco3)=C(O)C(=O)N2c2nnc(SC)s2)cc1 (configuration not stated)	-1.2	7	-0.9	20	5	?	-3.6	5	22	-2.5
CCOc1ccccc1-n1c(CN2CCN(C(=O)c3ccco3)CC2)nc2ccccc2c1=O	2.1	1	-1.7	-6	3	3	-1.6	-38	.	1.1
COc1cccc(C2C(C(N)=O)=C(C)Nc3nc(-c4ccccc4Cl)nn32)c1 (configuration not stated)	2.1	2	-0.9	-6	-6	9	0.4	17	2	-0.6
Cc1ccc(S(=O)(=O)Nc2ccc(NC(=O)c3c(F)c(F)c(F)c(F)c3F)cc2)cc1	1.3	-2	5.5	-15	-2	-1	-0.3	-6	-6	6.4
Cc1c(C(=O)NCC2CCCO2)oc2ccc(S(=O)(=O)N3CC(C)CC(C)C3)cc12 (configuration not stated)	0.5	-3	0.0	-17	-6	1	-1.0	-12	-5	-0.9
COc1ccc(/C(C)=N/NC(=O)c2ccncc2)cc1[N+](=O)[O-]	2.0	-2	1.6	-12	-4	2	-0.1	-43	-1	2.2

4 entries picked at random from the list so far, as already listed:
SMILES	phage Ecoli inh	DAGLB inh	Ecoli viability	PvdQ acylase	Tat export inh	Rtt109 Vps75	CAL PDZ inh	PfHsp90 yeast 2	Wnt act	AddAB inh
CC(c1ccccc1)n1cnc2ccccc2c1=O (configuration not stated)	1.5	-5	-1.5	-20	-2	-3	0.1	-1	0	-0.2
COc1cccc(C2C(C(N)=O)=C(C)Nc3nc(-c4ccccc4Cl)nn32)c1 (configuration not stated)	2.1	2	-0.9	-6	-6	9	0.4	17	2	-0.6
COc1cc(OC)cc(C(=O)Nc2ccc(S(=O)(=O)Nc3cnc4ccccc4n3)cc2)c1	1.6	.	-1.1	.	.	.	.	.	1	1.6
Cc1c(C(=O)NCC2CCCO2)oc2ccc(S(=O)(=O)N3CC(C)CC(C)C3)cc12 (configuration not stated)	0.5	-3	0.0	-17	-6	1	-1.0	-12	-5	-0.9

Single records, as listed above:
Record of COc1cc(OC)cc(C(=O)Nc2ccc(S(=O)(=O)Nc3cnc4ccccc4n3)cc2)c1 → phage Ecoli inh = 1.6; DAGLB inh = .; Ecoli viability = -1.1; PvdQ acylase = .; Tat export inh = .; Rtt109 Vps75 = .; CAL PDZ inh = .; PfHsp90 yeast 2 = .; Wnt act = 1; AddAB inh = 1.6
Record of CCOc1ccccc1-n1c(CN2CCN(C(=O)c3ccco3)CC2)nc2ccccc2c1=O → phage Ecoli inh = 2.1; DAGLB inh = 1; Ecoli viability = -1.7; PvdQ acylase = -6; Tat export inh = 3; Rtt109 Vps75 = 3; CAL PDZ inh = -1.6; PfHsp90 yeast 2 = -38; Wnt act = .; AddAB inh = 1.1

(further entries)
SMILES	phage Ecoli inh	DAGLB inh	Ecoli viability	PvdQ acylase	Tat export inh	Rtt109 Vps75	CAL PDZ inh	PfHsp90 yeast 2	Wnt act	AddAB inh
Cn1c(=O)oc2cc(S(=O)(=O)N3CCCC3)ccc21	3.0	2	-2.5	1	4	-2	0.5	9	0	-2.4
CC(CCc1ccccc1)NC(=O)CN1CCN(c2ccc(O)cc2)CC1 (configuration not stated)	1.7	0	-0.5	0	1	8	-1.9	.	-4	0.3
Cc1ccccc1-c1nc2ccccc2[nH]1	2.2	-4	0.3	16	5	8	.	-18	.	1.7
COc1cc(CN(CCc2c(C)[nH]c3ccc(C)cc23)C(=S)NC(C)(C)C)cc(OC)c1OC	2.2	-2	0.2	1	3	-2	-0.2	-4	-2	2.5
Cc1ccc(S(=O)(=O)N(C)CC(=O)NCC(=O)Nc2ccc(F)c(F)c2F)cc1	-0.8	1	-0.3	2	10	-1	-0.3	-3	-4	0.2
O=C(Nc1ccc(C(=O)N2CCOCC2)cc1)c1cnn2c(C(F)F)cc(-c3ccccc3)nc12	3.2	0	0.2	-12	-7	-5	-2.1	-29	0	4.3
OC(CN1CCCCCC1)CN(c1ccccc1)c1ccccc1 (configuration not stated)	2.2	2	-0.8	-9	3	5	1.7	-13	0	-0.6
Cc1ccc(S(=O)(=O)N(C)CC(=O)N2CCN(Cc3ccc4c(c3)OCO4)CC2)cc1	2.3	-2	1.1	2	-6	-8	-1.9	1	1	6.2
CC(C)(C)n1nc2c(c1NC(=O)c1ccc(Br)o1)CS(=O)C2 (configuration not stated)	2.1	-1	0.5	-12	-7	.	-1.6	17	.	0.8
CC(C)c1c(C(=O)N/N=C/c2c[nH]c3ccccc23)nnn1-c1nonc1N	1.3	0	0.0	-3	-10	5	-1.9	0	-1	5.0

2 compounds from above, limited to Ecoli viability and CAL PDZ inh.
Compound | Ecoli viability | CAL PDZ inh
O=C(Nc1ccc(C(=O)N2CCOCC2)cc1)c1cnn2c(C(F)F)cc(-c3ccccc3)nc12 | 0.2 | -2.1
OC(CN1CCCCCC1)CN(c1ccccc1)c1ccccc1 (configuration not stated) | -0.8 | 1.7

(cont.)
SMILES	phage Ecoli inh	DAGLB inh	Ecoli viability	PvdQ acylase	Tat export inh	Rtt109 Vps75	CAL PDZ inh	PfHsp90 yeast 2	Wnt act	AddAB inh
O=C1NC(=Nc2ccccc2Cl)S/C1=C\c1cc([N+](=O)[O-])ccc1O	4.1	8	0.3	2	-10	-8	1.3	-31	1	-2.0
O=C(O)/C=C/C(=O)Nc1ccc(Cc2ccc(NC(=O)/C=C/C(=O)O)cc2)cc1	1.8	-2	-0.8	6	-4	10	-0.6	2	1	-1.2
NS(=O)(=O)c1ccc(-n2cccc2C=O)cc1	4.4	-1	2.7	-14	4	-4	-2.5	-31	-2	-0.3
COc1ccccc1N(CC(=O)NCCSc1ccc(Cl)cc1)S(C)(=O)=O	4.5	-1	1.9	-14	-1	14	0.4	-26	.	0.6
Cc1cc2c(cc1C)-c1nnnn1C(C)(C)C2	3.9	-1	0.8	-9	-3	-2	0.2	-10	.	0.8
N#CC1(NC(=O)COC(=O)C23CC4CC(CC(O)(C4)C2)C3)CCCCC1	-0.9	3	0.8	-10	-4	-9	-2.0	-10	2	0.4
O=C(NC1CCCCC1)c1cc(-c2ccccc2Cl)on1	3.0	-9	2.6	8	-8	13	0.0	-4	23	2.3
O=C(CSCc1cccc(F)c1)N1CCN(c2ccccc2)CC1	.	0	0.4	-16	-8	0	-1.0	-4	17	1.9
CSc1nc(N)nc(SCCS(=O)(=O)c2ccc(Cl)cc2)c1C#N	1.6	-2	-0.7	1	3	-5	-3.8	4	.	0.1
CCC(=O)Nc1ccc(-c2csc(NNC(C)=O)n2)cc1	2.4	0	1.0	6	3	6	0.5	-7	2	3.4
CCCNc1nc2nc3ccccn3c(=O)c2cc1C(=O)NCCN1CCOCC1	3.4	1	-2.9	-7	-3	-149	0.2	-4	0	1.3
O=C(NCc1ccccc1)C(c1ccccc1F)N(CC1CCCO1)C(=O)c1ccccn1 (configuration not stated)	-1.9	2	-1.1	-8	1	9	-1.6	-6	-1	1.5
CO/N=C(/CS(=O)(=O)c1ccc(C)cc1)c1ccc(OC)cc1	1.2	-7	0.8	-11	9	-5	-3.3	.	-2	3.5
COC(=O)c1c(NC(=O)CSc2nnc(CNc3ccc(Cl)cc3)o2)sc(C)c1C	1.0	3	0.4	5	5	-1	0.0	-10	.	-1.6
COc1ccc(Cc2nnc(SCC(=O)N(c3ccccc3)C(C)C)n(N)c2=O)cc1	-0.4	-2	-1.6	-2	6	-1	-0.8	24	-2	-1.0
CCOC(=O)C1CCCN(C(=O)C2COc3ccccc3O2)C1 (configuration not stated)	6.2	0	.	-12	6	-10	-3.9	21	0	.
COc1cc(C(=O)N/C(=C\c2cn(C)c3ccccc23)C(=O)NCCN2CCOCC2)cc(OC)c1OC	0.2	-2	0.8	12	-5	6	-1.8	13	-1	3.2
Cc1ccc2nc(NC(=O)CN3C(=O)NC4(CCCCC4)C3=O)sc2c1	1.6	1	0.3	-11	-3	-2	-1.0	13	-4	1.9
O=C(Nc1ccc(Cl)c(C(=O)N2CCOCC2)c1)c1ccccc1	1.4	2	-1.1	-15	-2	-7	-3.4	2	-1	3.1
COc1ccc2nc(Nc3sc4c(c3C(N)=O)CCCC4)sc2c1	1.1	1	0.3	-3	4	2	-1.0	21	0	0.8
O=C(CCc1nc2ccccc2c(=O)[nH]1)NNC(=O)COc1ccc(Br)cc1	3.3	-1	4.3	1	-4	.	-3.0	29	-3	0.2
O=C(CN(C(=O)CCC(=O)Nc1nccs1)c1ccc(F)cc1)NCc1ccco1	0.9	-5	0.4	-1	-12	5	-0.7	-10	-2	4.1
COc1cc(NC(=O)CN2CCCCC2C)c(C)cc1[N+](=O)[O-] (configuration not stated)	1.8	0	-1.0	-5	-1	6	-2.4	-22	.	2.7

Assay outcomes (PubChem BioAssay)
